ELG1 genotoxic: genotoxicity induction in ELG1-luciferase HEK293T cells; HEK293T ELG1-luciferase reporter, luminescence, 16 h; Potency, µM (top dose mostly 46 µM), for inactives: top-dose activity change, positive = activation, most hits filed as activators; 1.3% of 330,000 active; note: % of control where 0% means no effect; nearly all actives have a fitted effect of over 60% in size
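ELG1-luciferase HEK293T cells, 2,000/well; compound pinned in; 16 hr, 37 °C, 5% CO2; ONE-Glo, 30 min RT; luminescence on CCD imager.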
CXXC DNA block: MLL CXXC-DNA interaction inhibition; Q03164; MLL-CXXC / FITC-HOXA9 DNA fluorescence polarization; Potency, µM (titrated, usually from 115 µM), without a hit: at the top dose activity change, negative = inhibition, actives largely listed as inhibitors; 0.037% of 290,000 active; AID 2662; active = well fitted inhibition curve with a large enough effect in the polarisation, with a control signal flat, not every such curve was filed as active; inconclusive = small, poorly fitted or top-dose-only effect, or effect the other way, or a change in a side signal; inactive = no such curve, though single readings can be large or run the other way; the % refers to the polarisation
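Purified MLL-CXXC (added from a 7 uM solution) was preincubated 5 min at ambient with pinned compounds in 50 mM Tris-HCl pH 7.5, 50 mM NaCl, 1 mM DTT, 0.05% BSA. Fluorescein-labeled HOX-A9 DNA (50 nM solution) followed, 30 min, then polarization read.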
p53 reactivation: restores transcriptional activity of mutant p53 | H1299 p53-A138V BP100-luciferase reporter, luminescence, 24 h | Potency, µM (top dose mostly 92.2 µM), for the others: top-dose activity change, positive = activation, actives largely listed as activators | 0.063% of 320,000 active; note: % of control where 0% means no effect; nearly all actives have a fitted effect of over 45% in size
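p53-null H1299 cells stably carrying temperature-sensitive p53-A138V and a BP100-luciferase reporter were pinned with compounds (4-point, 1:5 series) and held 24 hrs at 37 deg C. Luminescence was read 10 min after detection reagent.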
NPC1 prom act: NPC1 promoter activation; Huh7 NPC1 promoter luciferase reporter, 24 h; Potency, µM (series often up to 9.22 µM), without a hit: at the top dose activation, actives largely listed as activators; 2.4% of 320,000 active;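 note: % of control where 0% means no effect; nearly all actives have a fitted effect of over 60% in size; reporter is driven by a mutant NPC1 promoter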
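Compounds in DMSO were transferred onto Huh7 NPC1-luciferase reporter cells pre-incubated 2 h; after 24 h at 37 °C, Amplite reagent was dispensed and luminescence recorded 10 min later.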
Rab9 promoter act: Rab9 promoter activation | Potency, µM (top dose mostly 9.22 µM), inactives show top-dose activation, negative = inhibition, usual class: activators | AID 485297 | 2.8% of 320,000 active | Huh7 Rab9 promoter-luciferase reporter, luminescence, 24 h; note: % of control where 0% means no effect; nearly all actives have a fitted effect of over 60% in size
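Stable Rab9-luc Huh7, 1500 cells/well, 2 h settle; cmpd in DMSO, 24 h, 37 °C/5% CO2; luciferase reagent 10 min RT; luminescence.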
MBNL1 CUG block: blocks human MBNL1 binding to CUG repeat RNA; Q9NR56; AID 2675; Potency, µM (titrated, usually from 57.5 µM), for the others: top-dose activity change, negative = inhibition, actives largely listed as inhibitors; 0.036% of 280,000 active; TR-FRET MBNL1-His/biotin-(CUG)12 binding, 665/545 ratio; active = well fitted inhibition curve with a large enough effect in the signal ratio, with a control signal flat, not every such curve was filed as active; inconclusive = small, poorly fitted or top-dose-only effect, or effect the other way, or a change in a side signal; inactive = no such curve, though single readings can be large or run the other way; the % refers to the signal ratio; note: % is set by controls: 0 for no effect and ±100 for the full control effect
Target sequence (Q9NR56 whole entry, looked up): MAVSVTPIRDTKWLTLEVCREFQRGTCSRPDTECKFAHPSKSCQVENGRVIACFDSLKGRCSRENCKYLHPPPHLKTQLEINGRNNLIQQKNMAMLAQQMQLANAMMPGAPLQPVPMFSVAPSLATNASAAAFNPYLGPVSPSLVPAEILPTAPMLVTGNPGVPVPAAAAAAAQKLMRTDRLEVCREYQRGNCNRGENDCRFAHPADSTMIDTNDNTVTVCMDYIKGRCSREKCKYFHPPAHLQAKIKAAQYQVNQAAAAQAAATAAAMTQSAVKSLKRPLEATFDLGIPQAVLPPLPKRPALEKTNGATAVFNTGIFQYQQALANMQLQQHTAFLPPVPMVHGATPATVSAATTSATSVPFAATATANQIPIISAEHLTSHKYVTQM
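Compound titration spanned 92 nM–58 uM against the MBNL1-His/biotin-(CUG)12 complex. After 60 min at room temperature with 5 nM streptavidin-XL665 and 0.055 ng/ul terbium anti-His, ratiometric 665/545 nm emission (Ex 340 nm) normalized to controls.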
uPA surface inh: inhibitors of cell surface uPA generation; 0.31% of 330,000 active; AID 540303; Potency, µM (series often up to 38.3 µM), for the others: at the top dose activity change, negative = inhibition, actives largely listed as inhibitors; cell surface uPA generation assay, qHTS; active = well fitted inhibition curve with a large enough effect; inconclusive = small, poorly fitted or top-dose-only effect; inactive = no such curve, though single readings can be large or run the other way; tested in mouse RAW 264.7 cells; note: % is set by controls: 0 for no effect and ±100 for the full control effect; nearly all actives have a fitted effect of over 55% in size
Gal4-VP16 FLuc: counter-screen for ROR gamma inhibitors: Gal4-VP16 reporter; Drosophila S2 Gal4-VP16 UAS-luciferase, luminescence, 20 h; Potency, µM (highest dose often 53.6 µM), for inactives: at the top dose activity, negative = inhibition, hits mostly inhibitors; 3.5% of 310,000 active;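 note: Gal4-VP16 expression switched on by copper sulfate through the metallothionein promoter; % is set by controls: 0 for no effect and ±100 for the full control effect; nearly all actives have a fitted effect of over 50% in size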
FLuc counter: firefly luciferase modulation, counter-screen for miR-21 project | P08659 | purified FLuc, Km substrates, luminescence inhibition | Potency, µM (doses to about 57.5 µM), for inactives: top-dose activity change, negative = inhibition, most hits filed as inhibitors | 6.9% of 360,000 active;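 note: plate controls were vehicle for no effect and reference inhibitor for full effect; nearly all actives have a fitted effect of over 55% in size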
Target sequence (P08659 whole entry, looked up): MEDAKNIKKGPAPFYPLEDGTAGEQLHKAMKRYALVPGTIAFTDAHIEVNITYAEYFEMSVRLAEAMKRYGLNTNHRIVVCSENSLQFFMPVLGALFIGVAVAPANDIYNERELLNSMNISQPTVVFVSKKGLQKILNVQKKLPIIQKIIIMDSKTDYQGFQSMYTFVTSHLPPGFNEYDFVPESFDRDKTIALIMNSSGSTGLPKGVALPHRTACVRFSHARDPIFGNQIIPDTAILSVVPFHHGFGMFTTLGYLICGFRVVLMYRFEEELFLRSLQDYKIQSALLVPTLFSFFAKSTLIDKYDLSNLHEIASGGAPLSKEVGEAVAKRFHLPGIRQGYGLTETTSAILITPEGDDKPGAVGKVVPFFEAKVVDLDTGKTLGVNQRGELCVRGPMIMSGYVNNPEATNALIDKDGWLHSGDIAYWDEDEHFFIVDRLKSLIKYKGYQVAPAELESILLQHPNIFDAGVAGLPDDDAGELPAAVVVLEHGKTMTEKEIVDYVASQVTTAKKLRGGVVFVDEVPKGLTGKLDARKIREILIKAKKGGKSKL
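Purified P. pyralis luciferase, 10 nM final, with Km-level 10 uM D-luciferin and 10 uM ATP in 50 mM Tris acetate pH 7.5, 10 mM Mg acetate, 0.01% Tween-20, 0.05% BSA; 6-point qHTS titration about 60 µM downward; luminescence read.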
RORg inh: inhibitors of mouse ROR gamma transcriptional activity | P51450 | Drosophila S2 Gal4-RORgamma UAS-luciferase reporter, 20 h | Potency, µM (top dose mostly 53.6 µM), for inactives: at the highest dose activity change, negative = inhibition, hits mostly inhibitors | 5.4% of 310,000 active | AID 2551; note: % is set by controls: 0 for no effect and ±100 for the full control effect; nearly all actives have a fitted effect of over 60% in size
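Luciferase reporter read in Schneider cells carrying Gal4-RORγ (mouse) and UAS-Photinus luciferase; cells given compound 1 h before 700 uM copper sulfate induction, then incubated 20 h at ambient temperature.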
BRCA1 expr up: increases BRCA1 expression | MCF7-BRCA1-FFLuc reporter, luminescence, 48 h; response scale: scaled: vehicle 0%, 10 µM genistein 100% | Potency, µM (top dose mostly 46.1 µM), without a hit: at the top dose activation, hits mostly activators | 1.1% of 380,000 active; note: nearly all actives have a fitted effect of over 80% in size; some results filed as inactive show a strong effect at the top dose
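Activators of BRCA1 expression were detected as increased firefly luciferase luminescence in engineered MCF7 cells after 48 h compound incubation. Signals were scaled to genistein 10 microM as full activation.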
The depositor's hits bear a star; ? = inconclusive; nt = no result given; & = joins results of further samples; [ ] = dose if it differs, or a comment. Unless noted, calls come from the whole dose curve; as a rule, active = well fitted curve in the direction sought with a large enough effect; inconclusive = small, poorly fitted or top-dose-only effect, or another doubt; inactive = no such curve, though single readings can be large; an effect the other way counts as inactive or inconclusive. Potency is the fitted concentration of half-maximal effect. These rows are one share of the data, so the mix of outcomes need not match the whole.

SMILES	ELG1 genotoxic	CXXC DNA block	p53 reactivation	NPC1 prom act	Rab9 promoter act	MBNL1 CUG block	uPA surface inh	Gal4-VP16 FLuc	FLuc counter	RORg inh	BRCA1 expr up
CN(Cc1ccc(OC(F)F)cc1)C(=O)c1ccc2nccnc2c1	-3%	3%	-4%	-2%	-8%	14%	nt	1%	4%	-13%	10%
Cc1ccc(Cn2ccc(NC(=O)c3cc(CC(C)C)on3)n2)cc1	?	4%	4%	-2%	3%	?	4%	-10%	?	?	28%
Cc1nnc(SCC(=O)Nc2cc(C(F)(F)F)ccc2Cl)n1C	10%	5%	0%	-3%	1%	-9%	5%	-2%	7%	23%	-9%
CCOC(=O)Cn1cncc1-c1ccc([N+](=O)[O-])cc1	17%	-4%	?	23%	?	?	-2%	-11%	24µM*	9%	64%
CN(C)c1ccc(/C=C/C(=O)c2ccc3c(c2)OCO3)cc1	?	nt	?	?	?	nt	-4%	nt	2.7µM*	nt	-2%
O=C(NC1CCC(O)CC1)c1ccc(-c2ccc([N+](=O)[O-])cc2)o1 (configuration not stated)	4%	31%[activator]	6%	18%	18%	?	11%	?	?	19%	40%
CS(=O)(=O)N(CCc1ccccc1)CC(=O)NCc1ccccc1Cl	-5%	-1%	13%	-3%	0%	-6%	-1%	?	-1%	16%	-15%
COc1cc(-c2nn3c(-c4cccc(C)c4)nnc3s2)cc(OC)c1OC	2%	1%	-10%	-2%	1%	0%	0%	-1%	7%	-1%	-26%
CN(C)CCN1C(=O)C(=O)/C(=C(/O)c2ccc(F)cc2)C1c1ccccc1 (configuration not stated)	0%	0%	0%	1%	-4%	8%	9%	-3%	0%	-5%	-14%
c1ccc(-c2nc3ccccn3c2NCc2ccc3c(c2)OCO3)cc1	2%	5%	2%	6%	18%	-10%	0%	-6%	?	10µM*	6%
CCOc1ccc(NC(=O)CCNC(=O)c2ccc(Br)cc2)cc1	20%	-9%	?	20%	24%	-5%	0%	?	-18%	25%	37%
NC1=NN=C(N2N=C(c3ccc(Br)cc3)CC2(O)C(F)(F)F)n2ncnc2C1 (configuration not stated)	8%	7%	0%	-3%	-1%	31%[activator]	nt	18µM*	-18%	?	-7%
Cc1ccccc1NC(=O)CC1c2ccccc2CC(C)(C)N1C (configuration not stated)	-1%	-2%	2%	-1%	2%	12%	-16%	?	-1%	18%	-6%
CC(C)(C)c1cc(NC(=O)COc2ccc(Br)cc2)n(-c2ccccc2)n1	-2%	8%	-4%	0%	-8%	6%	1%	11%	3%	3%	32%
CCOC(=O)C1CCN(C(=O)CSc2ccccc2)CC1	?	-2%	11%	2%	10%	5%	0%	6%	-13%	-25%	-6%
COc1ccc(CCCc2n[nH]c(=S)o2)cc1C	-2%	6%	3%	-8%	-9%	-10%	-5%	-2%[10 µM]	?	10µM*	-4%
CC(C)CNC(=O)[C@H]1N2C(=O)c3ccccc3C2SC1(C)C (some centres not stated)	0%	?	0%	0%	-4%	-2%	-3%	18%	2%	24%	-1%
Cc1ccc(O)c(C2=Nc3ccccc3N=C(c3ccc([N+](=O)[O-])cc3)C2)c1	-2%	-1%	4%	-3%	-4%	6%	-2%	?	-1%	14%	-18%
CCn1nnc2cc(C(=O)Nc3cc(Cl)ccc3C)ccc21	3%	nt	-4%	-6%	-4%	nt	-13%	nt	-4%	nt	4%
Cc1ccccc1NC(=O)c1cccc(C(=O)Nc2ccccc2C)n1	-7%	0%	nt	-2%	0%	-1%	4%	-1%	4%	38%	-22%
O=C(C1CCCN(S(=O)(=O)c2cccc3nsnc23)C1)N1CCc2ccccc2C1 (configuration not stated)	-11%	6%	-10%	0%	-1%	?	-7%	-1%	4%	40%	-31%
CCCCOc1ncnc2c1[nH]c1ccc(C)cc12	?	-13%	4%	?	?	nt	-7%	10µM*	1.1µM*	-24%	?
OC1(c2cccc(C(F)(F)F)c2)CCN(c2ncnc3c2[nH]c2ccccc23)CC1	3%	4%	-1%	1%	-2%	-4%	-6%	6%	8%	-8%	-84%[inhibitor]
COc1ccc(NC(=O)C2CCN(S(=O)(=O)c3c(C)nn(C)c3C)CC2)cc1	1%	-5%	0%	-1%	1%	3%	-4%	-1%	-1%	-11%	-12%
COc1ccc2[nH]c(C(=O)O)c(NS(=O)(=O)c3ccc(C)c(C)c3)c2c1	0%	6%	8%	-3%	0%	-1%	2%	-3%	-2%	-12%	14%
Cc1ccc(OCC(=O)NCCCNC(=O)c2ccncc2)cc1C	1%	5%	-4%	-1%	-1%	3%	6%	-2%	0%	-4%	-1%
COc1ccc(CN(C(=O)CNC(=O)c2ccco2)C(C(=O)NC2CCCC2)c2ccco2)cc1 (configuration not stated)	7%	0%	-5%	0%	-6%	-5%	-2%	-4%	0%	1%	-36%
CCC1(c2ccccc2)NC(=O)N(CC(=O)Nc2ccc(S(=O)(=O)Nc3ncccn3)cc2)C1=O (configuration not stated)	4%	nt	1%	-1%	3%	nt	2%	nt	5%	nt	12%
O=C(O)COc1ccccc1/C=C1\SC(=S)N(/N=C/c2ccccc2O)C1=O	-1%	-7%	12%	-2%	-6%	?	7%	2%	?	-3%	-26%
CN(C(=S)NC(=O)C1CC1)c1ccc(O)cc1	3%	nt	13%	1%	11%	nt	-4%	nt	-3%	nt	-13%
COc1ccc2cnn(-c3ccccc3C)c(=O)c2c1OC	-4%	0%	-7%	2%	-2%	2%	0%	-11%	?	5%	-29%
O=C(COc1ccc(F)cc1Cl)Nc1cccc(S(=O)(=O)N2CCCC2)c1	0%	nt	?	-1%	3%	nt	-6%	nt	13µM*	nt	9%
CCN(C(=O)c1cnc(NC(C)C)cc1C(F)(F)F)c1ccc(Cl)cc1	-15%	-8%	-3%	2%	0%	nt	9%	4%	-2%	20%	-33%
CSc1ccccc1NC(=O)c1ccc(CN2CCOCC2)cc1	12%	-8%	3%	21%	?	3%	-9%	-9%	?	9%	94%
Cc1cccc(C(=O)Nc2ccc3c(c2)C(=O)N(CC(C)C)C3=O)c1	9%	-11%	19%	?	?	-5%	-12%	6%	?	9%	?
COC(=O)NNC(=O)/C=C/c1ccccc1	1%	0%	22%	0%	1%	12%	-1%	-12%	1%	-19%	-25%
COc1ccc(CC(=O)N(C)CC(=O)Nc2cccc(F)c2)cc1S(=O)(=O)N1CCOCC1	4%	9%	7%	-3%	10%	-15%	4%	-5%	0%	2%	-6%
O=C1/C(=C\c2ccc(O)cc2)SC(=S)N1Cc1ccccc1	1%	-2%	-2%	0%	-2%	5%	-1%	-12%	-19%	?	-2%
CN1CCc2nc(NC(=O)c3cccc(S(=O)(=O)N4CCc5ccccc54)c3)sc2C1	3%	?	-3%	0%	-3%	34%[activator]	-2%	-18%	-11%	?	-45%
O=C(Nc1cc(=O)[nH]c(=O)[nH]1)c1cccc(Br)c1	8%	0%	13%	-29%	-2%	1%	2%	10%	-3%	-4%	-43%
Cc1ccc(-n2nnnc2SCc2nc3sc(C)c(C)c3c(=O)[nH]2)cc1	0%	30%	0%	-1%	-1%	nt	1%	?	-2%	11µM*	-30%
CC(=O)NN1C(=O)/C(=C\c2ccc(O)cc2)SC1=S	4%	?	2%	5%	-11%	?	-8%	6%	17µM*	-8%	-7%
Cc1ccccc1N(CC(=O)NCCSC1CCCCC1)S(=O)(=O)c1ccccc1	-11%	1%	5%	-2%	1%	-14%	7%	0%	1%	22%	-15%
O=C(/C=C/c1ccc(Cl)c([N+](=O)[O-])c1)Nc1ccc(N2CCCC2)cc1	1%	11%	3%	1%	1%	7%	-11%	3%	2%	20%	-55%
COc1ccc(C(=O)Nc2ccccc2C(=O)NC(C)C)cc1OC	-2%	4%	-7%	6%	0%	-16%	-1%	-6%	-6%	-42%	14%
CC(NC(=O)c1cc2ccccc2o1)c1ccccc1 (configuration not stated)	-3%	-9%	0%	0%	-12%	15%	6%	2%	-10%&-13%	10%	-3%&-2%
CCOc1ccccc1N(C)C(=O)c1cc2c(=O)n(CC)c3ccccc3c2s1	0%	8%	9%	-1%	-4%	13%	?	-1%	2%	29%	-55%
CCCCN(C)CCNC(=O)c1cc2c(-c3ccccc3F)nn(C)c2s1	1%	-7%	-6%	-5%	0%	-7%	-15%	-8%	1%	-13%	-43%
